# dFosB activator: activators of mouse delta FosB homodimer; P13346; purified delta FosB, TAMRA-CDK5 oligo fluorescence polarization; percent of positive-control signal above neutral wells; activation, % at 25 µM; 340,000 tested, 0.99% active; AID 493131;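 active means mean activation above about 17%, with every replicate also reaching it, limit read from the data, passing the limit was not always enough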;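 further: fluorescence polarization rise as delta FosB binds a TAMRA Cdk5 AP-1 oligo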
# Target sequence (P13346 whole entry, looked up): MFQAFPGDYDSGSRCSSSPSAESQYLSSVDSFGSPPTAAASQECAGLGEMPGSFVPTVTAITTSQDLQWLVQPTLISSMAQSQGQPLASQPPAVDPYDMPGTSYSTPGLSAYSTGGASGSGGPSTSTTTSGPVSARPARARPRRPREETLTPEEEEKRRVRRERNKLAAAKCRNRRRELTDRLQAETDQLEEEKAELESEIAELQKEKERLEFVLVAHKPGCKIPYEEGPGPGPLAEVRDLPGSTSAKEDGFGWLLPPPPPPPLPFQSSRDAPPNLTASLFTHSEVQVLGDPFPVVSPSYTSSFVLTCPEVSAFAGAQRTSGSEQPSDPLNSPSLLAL
# Wnt bcat act: Wnt/beta-catenin pathway activation | Wnt/beta-catenin reporter cell assay, activator, plate reader | activation, % at 9.35 µM | 300,000 tested, 1.2% active | AID 743398; in the data active means activation above about 30%, passing the limit was not always enough;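 further: 0% = neutral control wells and 100% = positive control wells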
# CDK5 p35 inh: blocks human CDK5/p35 kinase activity; 330,000 tested, 0.01% active; Q00535+Q15078; inhibition, % at 10 µM; Recombinant CDK5/p35, ADP-Glo luminescence, 60 min;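 active means highest replicate inhibition of at least 50% and at least 75% of replicates reaching 50%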;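 further: plate controls were DMSO neutral control for no effect and GW8510 at 10 µM for full effect; many of its hits are not listed in these tables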
# Target sequence (Q00535 whole entry, looked up): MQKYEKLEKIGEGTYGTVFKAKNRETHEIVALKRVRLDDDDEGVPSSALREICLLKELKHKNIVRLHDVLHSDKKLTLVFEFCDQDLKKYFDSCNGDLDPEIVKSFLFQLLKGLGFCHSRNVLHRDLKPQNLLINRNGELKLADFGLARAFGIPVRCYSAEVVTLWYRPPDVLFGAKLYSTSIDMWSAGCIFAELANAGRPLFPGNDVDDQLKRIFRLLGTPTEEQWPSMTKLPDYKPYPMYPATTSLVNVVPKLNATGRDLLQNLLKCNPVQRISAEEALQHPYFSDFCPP
# Target sequence (Q15078 whole entry, looked up): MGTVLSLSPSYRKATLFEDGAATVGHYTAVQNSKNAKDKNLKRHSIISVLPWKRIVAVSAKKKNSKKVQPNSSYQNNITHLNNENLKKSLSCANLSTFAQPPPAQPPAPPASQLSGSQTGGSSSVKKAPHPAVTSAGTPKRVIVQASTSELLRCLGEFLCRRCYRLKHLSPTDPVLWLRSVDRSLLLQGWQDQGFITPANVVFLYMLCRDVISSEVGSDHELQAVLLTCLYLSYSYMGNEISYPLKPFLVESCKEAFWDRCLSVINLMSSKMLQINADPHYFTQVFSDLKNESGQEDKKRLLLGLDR
# MITF act: increases MITF-driven TRPM1 promoter luciferase signal. SK-MEL-5 TRPM1-promoter luciferase, 24 h; % of positive control, neutral wells = 0. activation, % at 12.5 µM. 300,000 tested, 0.75% active;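 active means mean activation of at least 80% with every replicate also reaching 80%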;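 further: 0% = neutral control wells and 100% = parthenolide positive control wells; values of inactives mirror those of a sister screen read the other way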
# Rtt109 HAT inh: inhibitors of Candida albicans Rtt109/Vps75 histone acetyltransferase | inhibition, % at 34.9 µM | purified Rtt109/Vps75, ThioGlo CoA-SH fluorescence, 4 h | 330,000 tested, 0.16% active | Q5AAJ8;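 active means inhibition of at least 50% in every replicate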
# cardiac RTF act: cardiac RTF calcium sensitization | P19429+P45379 | IANBD-labeled TnC RTF fluorescence at EC20 calcium; 0% EC20 calcium, 100% full calcium | activation, % at 7.2 µM | 340,000 tested, 0.24% active | AID 493008;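 active means activation above the mean over all tested compounds plus 3 SD, cut at about 30% in these data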;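 further: rise in fluorescence read as greater calcium sensitivity of cardiac thin filaments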
# SR-BI uptake up: enhances SR-BI lipid uptake from DiI-HDL | activation, % at 12.5 µM | 320,000 tested, 0.096% active | CHO ldlA[mSR-BI] cells, DiI-HDL uptake fluorescence, 3 h; 100 = double the neutral-control signal | AID 504775;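 active means mean replicate activation of at least 60% and every replicate at or above 60%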;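 further: 0% = median plate neutral-control signal and 100% = twice that signal; values of inactives mirror those of a sister screen read the other way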
#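 Material: SR-BI-overexpressing, LDLR-lacking CHO cells | Dosing: Single compound concentration, delivered by pin transfer | Probe or stimulus: Labelled HDL, 10 µg/mL | Signal: Bottom-read cell fluorescence after medium removal, ex 550/em 595 nm | Schedule: 3 h, 37 °C | Evaluation: HDL uptake via cellular fluorescence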
# PvdQ inh: P. aeruginosa PvdQ acylase inhibition; 340,000 tested, 0.063% active; purified PvdQ acylase, fluorescence plate reader; AID 488965; inhibition, % at 10 µM; in the data active means inhibition above about 30%, passing the limit was not always enough;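 further: 0% = vehicle neutral wells and 100% = reference inhibitor wells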
# SR-BI DiI inh: blocks mouse SR-BI lipid uptake from DiI-HDL; Q61009; ldlA[mSR-BI] CHO cells, DiI-HDL uptake fluorescence, 3 h; inhibition, % at 12.5 µM; 320,000 tested, 0.96% active;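 active means mean replicate inhibition of at least 70% and a set share of replicates each scoring 70 or more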;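 further: 0% = median of neutral control wells and 100% = median of positive control wells; values of inactives mirror those of a sister screen read the other way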
# HTR5A ag ctr: activates human HTR5A in OPRM1-OPRD1 agonist counter-screen; AID 504692; 340,000 tested, 0.61% active; HTR5A agonist assay, luminescence, cell-based; activation, % at 9.3 µM; P47898; in the data active means activation mostly above about 9.5%, no sharp cut-off; inactive means mostly below about 7.6%;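 further: 0% = cells with vehicle only and 100% = reference agonist; strong numbers were not always called active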
# Numbers without * were called inactive; . = not tested or not shown.
SMILES,dFosB activator,Wnt bcat act,CDK5 p35 inh,MITF act,Rtt109 HAT inh,cardiac RTF act,SR-BI uptake up,PvdQ inh,SR-BI DiI inh,HTR5A ag ctr
Cc1noc(C)c1S(=O)(=O)N1CCCC(C(=O)NCc2ccccn2)C1 (stereo not given),-1.4,.,-2.8,6.3,2.6,-3.0,13.8,-10.1,-13.8,2.5
Cn1c2ccccc2c2nnc(SCC(=O)NC3CC3)nc21,-4.9,6.2,-3.2,-10.8,-2.9,4.5,.,-13.5,.,-1.6
O=C1OC[C@@H]2CCCN2C(=O)[C@H](CC(=O)N(CCO)Cc2ccccc2)C/C=C\CC[C@H]1Cc1ccc(F)cc1,-4.2,-3.3,2.2,6.2,8.3,-1.7,-6.4,-5.6,2.7,5.0
COc1ccc(C(=O)Nc2nnc(-c3ccco3)s2)cc1,6.0,.,0.1,-33.0,3.6,5.2,-10.0,11.1,10.0,0.7
CN(CCc1ccccc1)C(=O)c1cccc(NC(=O)Cc2cccc(NC(=O)C3CCN(C(=O)C4CCCC4)CC3)c2)c1,-15.5,-0.8,-1.4,1.5,-5.2,4.3,-19.4,0.4,19.4,2.4
CCOc1ccc(N=C2SC(C(=O)Nc3ccccc3C#N)C(N)=C2C(=O)Nc2ccc(Cl)cc2)cc1 (stereo not given),-5.1,-0.6,-1.9,-6.0,2.2,3.5,-17.9,-7.5,17.9,-1.7
C=CCC[C@@H](Cc1ccc(F)cc1)C(=O)OCCNC(=O)[C@H](CC=C)CC(=O)NCCO,-9.2,-3.4,-0.5,-5.5,-6.9,0.2,-8.6,-22.5,8.6,-1.5
COc1ccccc1OCc1ccc(C(=O)N2CCOCC2)o1,-6.7,-0.4,-3.9,3.4,5.9,2.5,-5.3,-8.0,5.3,-2.5
Cc1ccn(CCC(=O)NC2CCCc3c2cnn3-c2cccc(C)c2C)n1 (stereo not given),0.4,-3.2,-1.5,-13.5,7.0,-0.3,-12.6,-9.3,12.6,-0.9
CCCCOc1ccc(N(CC(=O)NCc2ccccc2)C(=O)c2csnn2)cc1,-13.6,4.6,0.4,43.9,-1.8,-4.7,1.7,-11.1,-1.7,-3.5
CCOc1c(Cl)cc(CNCC(C)C)cc1Cl,3.3,.,-1.5,.,11.9,2.5,-0.6,2.9,0.6,6.8
O=[N+]([O-])c1ccccc1S(=O)(=O)Nc1ccc(S(=O)(=O)Nc2nccs2)cc1,3.0,-1.1,-0.9,-19.2,-1.0,3.6,.,-4.1,.,-0.8
COc1cc(NC(=O)[C@@H](NC(=O)c2ccco2)C(C)C)c(OC)cc1NC(=O)c1ccccc1,0.0,0.5,1.3,-4.9,11.9,1.6,-53.1,-13.2,53.1,-0.1
COc1ncnc2c1cnn2-c1ccccc1,-6.3,11.2,-1.7,.,-2.6,5.7,6.8,-6.8,-6.8,2.0
Cc1cc(C)cc(NCc2ccncc2)c1,-0.7,-0.7,-1.9,-3.9,-5.1,-3.4,17.6,-14.2,-17.6,-0.5
COc1ccc(NC(=O)CN(C)C(=O)c2ccc(=O)[nH]c2)cc1,1.9,-1.0,0.9,8.3,45.7,4.1,6.8,0.8,-6.8,-0.3
O=C(NNc1nc2ccccc2s1)Nc1ccc(F)cc1,-4.9,28.9,-1.1,67.1,0.7,-1.5,.,-2.6,.,-3.2
COc1ccc2c(c1)OC13CCCCC1C2C(C(=O)c1ccccc1)C(=O)N3 (stereo not given),-5.7,-4.6,-10.3,.,17.5,6.5,-8.2,-16.0,5.3,0.6
COc1ccc(OCCNS(=O)(=O)c2cccc([N+](=O)[O-])c2)cc1,6.0,0.5,-0.6,-7.3,-1.9,1.3,12.3,-16.3,-12.3,8.5
COC(=O)c1ccc(-n2cc(-c3ccc(OC)cc3)[nH]c2=S)cc1,-9.6,.,1.6,0.0,-0.9,0.3,-1.5,1.7,1.5,1.7
CC(Sc1nnc(Cc2ccccc2)o1)C(=O)Nc1ccccc1[N+](=O)[O-] (stereo not given),-3.3,0.6,-1.9,5.7,-0.8,-3.0,-6.0,-9.0,6.0,0.0
O=C1C2C(C(=O)N1c1nccs1)C1C=CC2C12CC2 (stereo not given),-7.5,-0.3,-2.1,-17.5,.,4.3,22.2,13.5,-22.2,-0.5
COc1cc(CC(=O)Nc2ccccc2N2CCCCC2)cc(OC)c1OC,-3.2,-1.5,-1.0,-13.1,1.6,-3.6,10.7,-0.7,-10.7,-2.7
CC1CCCC(NCC(=O)Nc2ccc(C(N)=O)cc2)C1C (stereo not given),-3.6,-1.7,-0.1,-6.8,3.4,-4.8,9.4,1.4,-9.4,1.7
CC(C)c1ccc(CCNC(=O)CCNS(=O)(=O)c2ccc(Br)cc2)cc1,-7.1,-4.7,1.5,.,-1.5,3.0,9.0,-8.4,-9.0,1.3

# 9 structures out of the list, arranged by formula weight, smallest number first:
SMILES,dFosB activator,Wnt bcat act,CDK5 p35 inh,MITF act,Rtt109 HAT inh,cardiac RTF act,SR-BI uptake up,PvdQ inh,SR-BI DiI inh,HTR5A ag ctr
Cc1cc(C)cc(NCc2ccncc2)c1,-0.7,-0.7,-1.9,-3.9,-5.1,-3.4,17.6,-14.2,-17.6,-0.5
CCOc1c(Cl)cc(CNCC(C)C)cc1Cl,3.3,.,-1.5,.,11.9,2.5,-0.6,2.9,0.6,6.8
CC1CCCC(NCC(=O)Nc2ccc(C(N)=O)cc2)C1C (stereo not given),-3.6,-1.7,-0.1,-6.8,3.4,-4.8,9.4,1.4,-9.4,1.7
COc1ccc(OCCNS(=O)(=O)c2cccc([N+](=O)[O-])c2)cc1,6.0,0.5,-0.6,-7.3,-1.9,1.3,12.3,-16.3,-12.3,8.5
Cc1noc(C)c1S(=O)(=O)N1CCCC(C(=O)NCc2ccccn2)C1 (stereo not given),-1.4,.,-2.8,6.3,2.6,-3.0,13.8,-10.1,-13.8,2.5
O=[N+]([O-])c1ccccc1S(=O)(=O)Nc1ccc(S(=O)(=O)Nc2nccs2)cc1,3.0,-1.1,-0.9,-19.2,-1.0,3.6,.,-4.1,.,-0.8
COc1cc(NC(=O)[C@@H](NC(=O)c2ccco2)C(C)C)c(OC)cc1NC(=O)c1ccccc1,0.0,0.5,1.3,-4.9,11.9,1.6,-53.1,-13.2,53.1,-0.1
CCOc1ccc(N=C2SC(C(=O)Nc3ccccc3C#N)C(N)=C2C(=O)Nc2ccc(Cl)cc2)cc1 (stereo not given),-5.1,-0.6,-1.9,-6.0,2.2,3.5,-17.9,-7.5,17.9,-1.7
CN(CCc1ccccc1)C(=O)c1cccc(NC(=O)Cc2cccc(NC(=O)C3CCN(C(=O)C4CCCC4)CC3)c2)c1,-15.5,-0.8,-1.4,1.5,-5.2,4.3,-19.4,0.4,19.4,2.4

# Later entries:
SMILES,dFosB activator,Wnt bcat act,CDK5 p35 inh,MITF act,Rtt109 HAT inh,cardiac RTF act,SR-BI uptake up,PvdQ inh,SR-BI DiI inh,HTR5A ag ctr
O=C(NCCN1CCOCC1)c1cc([N+](=O)[O-])cc([N+](=O)[O-])c1,2.8,0.1,0.1,-20.6,11.8,5.1,2.4,-15.0,-2.4,6.0
Cc1ccc(S(=O)(=O)N2CCC(=O)N(C(COCc3cccc(C(F)(F)F)c3)Cc3ccccc3)CC2)cc1 (stereo not given),-10.4,-7.0,2.2,16.1,6.9,1.6,23.8,-12.6,-23.8,2.1
Cc1cccc(-n2ccnc2SCC(=O)Nc2nccs2)c1C,-2.8,-0.9,-7.5,.,0.8,-0.9,3.4,-19.0,-3.4,1.7
COc1ccc(C(=O)CC(c2ccccc2)C2C(=O)CCCC2=O)cc1 (stereo not given),0.6,.,-0.1,2.2,9.9,-0.4,16.3,-12.0,-16.3,4.1
Cc1ccc(/C=N/NC(=O)c2cc3c(ccc4ccccc43)o2)o1,24.7*,5.4,-0.9,31.1,9.1,-5.6,-29.3,2.2,29.3,0.5
C=CCSc1nc2c(c(C3CC=CCC3)c1C#N)CCC2 (stereo not given),-2.1,0.4,-1.6,-6.6,6.0,-4.9,.,-9.8,.,7.3
CCCNC(=O)NC(=O)CSc1nc2ccccc2n1CC(C)C,-16.1,-3.7,-2.1,-15.5,-29.1,1.1,-0.4,-1.9,0.4,1.4
O=C(CSc1nc2c(sc3ccccc32)c(=O)n1CCO)NCC1CCCO1 (stereo not given),-3.9,2.2,-0.2,.,.,3.3,-3.3,-13.7,3.3,-4.2
O=C(NC1=CC(=O)c2ccccc2C1=O)c1ccccc1,-4.9,-1.6,0.9,-94.6,-4.3,-2.5,-2.4,-0.5,2.4,-2.1
CNC(=O)C1CCN(S(=O)(=O)c2c(C)noc2/C=C/c2cccc(C)c2)CC1,-31.7,0.0,2.3,3.3,-1.3,-0.5,-28.7,-7.3,28.7,-1.6
Cn1cccc1C(=O)NC(=O)COC(=O)c1ccccc1Sc1ccccc1C#N,-0.7,.,0.0,2.7,-3.9,1.9,8.5,-8.6,-8.5,0.4
CN(CC(=O)Nc1ccc(F)cc1)S(=O)(=O)c1ccc2c(c1)c(=O)n(C)c(=O)n2C,-3.8,-0.1,-5.1,-6.7,-3.8,-1.2,6.2,12.1,-6.2,1.4
COc1ccc(-n2cnc3cc(C(=O)NCCN4CCOCC4)ccc32)cc1,-7.9,-7.1,0.1,0.5,.,-1.0,-8.8,-0.9,8.8,-2.6
CCS(=O)(=O)c1ccc2oc(SCC(=O)NCCc3ccccc3)nc2c1,0.3,-1.1,8.2,-0.6,8.9,4.9,-20.9,6.6,20.9,0.1
c1ccc(CSc2ccc3nnc(-c4cccnc4)n3n2)cc1,-0.6,-0.2,0.2,2.8,7.2,-3.4,17.7,-6.4,-17.7,14.0
O=C(O)CCSc1nnnn1-c1ccccc1,-4.4,.,0.5,-1.4,-4.1,-6.6,12.1,13.8,-12.1,-2.0
CC1=C(C(=O)Nc2ccc(C)cc2C)C(c2cccc(Cl)c2)n2nc(C(=O)OC(C)C)nc2N1 (stereo not given),-4.9,-2.9,-0.6,1.1,-6.6,2.4,0.1,-9.2,-0.1,1.5
Nc1nonc1-c1noc(-c2ccc(Br)o2)n1,6.2,.,-0.3,13.5,-5.6,-2.9,14.1,-2.5,-14.1,2.1
O=S(=O)(c1ccc(OCC(O)CN2CCCC2)cc1)N1CCOCC1 (stereo not given),-3.2,2.8,-0.4,5.8,3.7,8.4,.,-15.8,-26.8,4.2
CN(c1cccc(NC(=O)Nc2ccc(Cl)cc2)c1)S(C)(=O)=O,-5.5,.,-0.9,36.2,7.4,1.1,-25.4,-2.4,25.4,1.0
Cn1c(N)c(C(=O)COC(=O)/C=C/c2ccccc2)c(=O)n(C)c1=O,-8.7,-6.9,0.0,17.3,1.2,0.4,6.7,-11.9,-6.7,1.5

# Screening results: PubChem BioAssay, several laboratories
